Bioassay records as filed in PubChem.
FID counter: fluorescent intercalator displacement, NS3 helicase counter-screen; DNA fluorescent intercalator displacement, fluorescence; inhibition, % at 7.9 µM; actives 0.17% (n = 290,000); AID 1845; in the data active = inhibition above about 37%;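 note: 0% = vehicle and 100% = reference compound; higher means more ethidium bromide displaced from hairpin DNA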
IMP-1 inh: blocks Pseudomonas aeruginosa IMP-1 metallo-beta-lactamase | actives 0.45% (n = 290,000) | inhibition, % at 5.6 µM | AID 1556 | purified IMP-1, nitrocefin hydrolysis, epi-absorbance fluorescence;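 active = inhibition above the mean plus 3 SD of all compounds in the same screening run, cut at about 4.5% in these data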;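 note: 0% = IMP-1 with DMSO and 100% = DMSO wells lacking enzyme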
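system = purified recombinant IMP-1 beta-lactamase | amount = 0.2 nM IMP-1, as dispensed | medium = HEPES buffer pH 7.1 with ZnSO4 and Brij 35 | times = 25 °C, 15 min preincubation, 25 min reaction | detection = plate fluorescence quenching by hydrolysis product, ex 480/em 530 nm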
VIM-2 inhibitor: blocks Pseudomonas aeruginosa VIM-2 metallo-beta-lactamase; purified VIM-2, nitrocefin hydrolysis, epi-absorbance fluorescence; inhibition, % at 5.6 µM; actives 0.89% (n = 290,000); AID 1527;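 active = inhibition above the mean of all tested compounds plus 3 SD, cutoff set per screening run, cut at about 7.5% in these data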;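 note: red hydrolysis product quenches plate fluorescence so inhibitors raise well fluorescence; 0% = enzyme with DMSO and 100% = DMSO without enzyme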
HCV NS3 hel inh: HCV NS3 helicase inhibition; actives 0.56% (n = 290,000); AID 1800; inhibition, % at 10.9 µM; NS3 helicase DNA unwinding, Cy5 molecular beacon fluorescence;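 active = inhibition above the mean of all tested compounds plus 3 SD, set per campaign, cut at about 35% in these data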;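 note: 0% = DMSO wells and 100% = thioflavine S control wells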
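Material: hepatitis C virus NS3 helicase domain fragment enzyme; measured by: Cy5 fluorescence, 0 and 60 min reads; control set: DMSO and thioflavine S; incubation: 60 min unwinding reaction at 25 °C after ATP addition; read-out basis: % inhibition from 60/0 min fluorescence ratio, DMSO 0%, thioflavine S 100%; repeats: singlicate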
GalR3 antag: human GalR3 antagonism. inhibition, % at 3 µM. HEK293 GalR3-CNG cAMP membrane potential fluorescence; galR3 body fused to GalR1 C-terminus. AID 651719. actives 0.44% (n = 360,000);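 active = inhibition above the screen-wide average plus 3 SD, cut at about 13% in these data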;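 note: forskolin and galanin both at EC90 stimulate the cells; cAMP rise reported by CNG channel membrane potential dye signal; 0% = forskolin plus galanin with DMSO and 100% = forskolin alone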
PHOSPHO1 block: PHOSPHO1 (human) inhibition. Q8TCT1. recombinant PHOSPHO1, absorbance phosphatase assay. inhibition, % at 13.3 µM. actives 1.1% (n = 290,000). AID 1565; in the data active = inhibition above about 60%
V1aR counter: counter-screen for oxytocin receptor agonists: human V1a receptor agonists; CHO-V1R cells, Fluo-8 calcium fluorescence, agonist mode; 0% DMSO, 100% 3 nM vasopressin; activation, % at 3 µM; actives 0.25% (n = 320,000); AID 2797;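 active = activation above the mean activation of all tested compounds plus 3 SD, per screening run, cut at about 20% in these data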;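 note: signal is peak over basal fluorescence ratio across a 100 second FLIPR read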
Target sequence (P37288 whole entry, looked up): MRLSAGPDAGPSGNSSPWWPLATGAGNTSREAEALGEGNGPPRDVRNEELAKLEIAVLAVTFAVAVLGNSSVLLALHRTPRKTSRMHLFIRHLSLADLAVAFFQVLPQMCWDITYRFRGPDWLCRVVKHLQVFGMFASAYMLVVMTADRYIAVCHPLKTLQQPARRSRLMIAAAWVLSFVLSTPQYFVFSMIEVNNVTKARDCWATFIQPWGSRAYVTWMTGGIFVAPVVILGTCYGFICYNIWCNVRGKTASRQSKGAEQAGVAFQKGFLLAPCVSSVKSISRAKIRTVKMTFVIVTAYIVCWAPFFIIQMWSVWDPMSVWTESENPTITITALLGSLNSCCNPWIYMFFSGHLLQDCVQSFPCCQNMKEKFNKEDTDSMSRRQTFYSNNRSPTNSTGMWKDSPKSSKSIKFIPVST
OXTR ag: human OXTR agonism | activation, % at 3 µM | actives 0.32% (n = 320,000) | AID 2435 | P30559 | CHO-OTR cells, Fluo-8 calcium fluorescence; normalized: DMSO 0%, oxytocin 100%;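 active = activation above the mean of all tested compounds plus 3 SD, cutoff set per screening run, cut at about 20% in these data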;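 note: peak over basal fluorescence ratio from a 100 s FLIPR kinetic read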
GPR7 antag: antagonists of human GPR7 (neuropeptides B/W receptor 1) | GPR7-expressing cells, fluorescence antagonist assay | inhibition, % at 4.4 µM | AID 1861 | actives 1.1% (n = 290,000) | P48145; in the data active = inhibition above about 16%, passing the limit was not always enough;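 note: cells stimulated with the agonist NPW; 0% = agonist with vehicle and 100% = vehicle without agonist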
Target sequence (P48145 whole entry, looked up): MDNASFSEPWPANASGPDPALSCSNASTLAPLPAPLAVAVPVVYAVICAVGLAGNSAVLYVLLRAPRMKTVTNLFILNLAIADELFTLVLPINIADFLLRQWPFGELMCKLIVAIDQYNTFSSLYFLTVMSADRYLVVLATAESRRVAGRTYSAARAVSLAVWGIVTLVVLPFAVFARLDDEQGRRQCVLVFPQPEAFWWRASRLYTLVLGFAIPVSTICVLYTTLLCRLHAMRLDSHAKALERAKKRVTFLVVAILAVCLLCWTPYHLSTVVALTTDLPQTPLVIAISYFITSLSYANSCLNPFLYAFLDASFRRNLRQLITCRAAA
An asterisk follows results filed as active; . = no result given.

SMILES	FID counter	IMP-1 inh	VIM-2 inhibitor	HCV NS3 hel inh	GalR3 antag	PHOSPHO1 block	V1aR counter	OXTR ag	GPR7 antag
CCOc1ccc(N/C=C/C(=O)c2ccc(OC)c(OC)c2)cc1	-31	-1.8	1.0	3	-6	39	-0.9	-1.1	0
CC(=O)Nc1ccc(OCc2cnc(Cl)s2)cc1	-3	-1.9	-0.7	3	-2	42	0.5	1.0	14
O=c1ccnc(SCCc2ccccc2)[nH]1	-4	1.1	2.2	20	-9	29	0.3	0.5	-5
CCCCNC(=O)CCCn1c(=S)[nH]c2cc3c(cc2c1=O)OCO3	4	-1.8	-0.6	-5	3	39	-2.0	22*	-8
COc1ccccc1OC(C)C(=O)Nc1ccccc1C(=O)NCc1cccnc1 (stereo not given)	-23	1.0	-0.5	-3	-8	36	0.3	1.2	-2
O=C(Nc1c(F)cc(F)cc1Br)c1cc2nc(C(F)F)cc(C(F)F)n2n1	-2	-3.3	-1.3	5	-1	13	-1.3	-2.0	-5
Cc1c(C(=O)N2CCCC2)sc(NC(=O)c2cccc(Cl)c2)c1C#N	-9	0.7	1.0	8	-1	-4	2.1	0.8	-2
C/C(=N/NC(=O)c1cc(-c2cccc([N+](=O)[O-])c2)n[nH]1)c1cccc(O)c1	-5	-2.7	-3.7	1	2	40	-0.3	-0.4	0
NC(=O)NC(CC(=O)NCCCc1ccccc1)c1ccccc1Cl (stereo not given)	-9	0.4	3.8	3	-5	12	-0.1	0.5	12
CCCCNC(=O)c1cc(-c2ccc(OC)c(OC)c2)on1	-20	-3.0	-4.3	9	.	9	-0.4	-1.3	-7
CCOC(=O)[C@@H]1[C@H]2COc3ccccc3[C@H]2N2C(=O)N(c3ccc(Cl)cc3)C(=O)[C@@]12C	-36	-2.3	-1.9	-31	.	4	0.9	1.8	-11
COCCn1c(SCC(=O)N2CCC(C)CC2)nc2c(c1=O)SCC2	-26	-1.7	-1.3	-4	-2	17	-0.2	-0.4	2
CC(C)(C)c1ccc(/C=C/C(=O)N2CCCCC2)cc1	-38	0.0	0.8	-4	-7	30	.	.	11
Cc1ccc(N2CC(C(=O)NC3=NCCS3)CC2=O)cc1 (stereo not given)	-6	-2.8	-1.6	-8	-2	0	0.1	-1.2	20
Cc1ccc(S(=O)(=O)N(CC(=O)Nc2ccccc2C(=O)O)c2ccccc2)cc1	-13	-3.7	-5.5	8	-2	27	1.4	0.4	-4
CCOC(=O)C1=C(C)NC2=C(C(=O)OC2)C1c1ccccc1 (stereo not given)	0	-1.9	-1.5	0	-4	4	-0.5	-0.3	5
COc1ccc(CCNC(=O)c2cc3c(=O)n4cccc(C)c4nc3n(CC3CCCO3)c2=N)cc1 (stereo not given)	10	-3.8	-1.8	-24	-8	8	1.9	0.7	0
COc1ccc(OCC(=O)NNC(=S)NC(=O)c2ccc([N+](=O)[O-])cc2)cc1	-4	-2.5	-5.7	8	-9	-34	-0.1	0.7	-11
CCOC(=O)c1nc(-c2ccccc2)sc1C(C)=O	-5	0.3	-1.0	-10	-4	16	-0.9	-1.9	-19
CSCC[C@H](NC(=O)NCCC1=CCCCC1)C(=O)O	-8	-2.3	-2.7	0	-3	17	0.9	0.2	1
CCCn1c2ccccc2c2cnn(CC(=O)NC3CCCC(C)C3C)c(=O)c21 (stereo not given)	-28	0.8	-1.4	-5	-7	36	-0.2	-2.8	-9
Cn1c(NC(=O)c2ccccc2C(F)(F)F)cc(=O)n(C)c1=O	-1	-4.7	-0.4	-4	2	15	0.7	0.9	-2
C=CCNC(=S)NNc1nc2c(c(=O)[nH]1)C1(CCCCC1)Cc1ccccc1-2	-19	-6.0	-1.8	5	-1	-27	-0.4	-0.8	-15
CC(Nc1cc(N2CCCC2)ccc1[N+](=O)[O-])c1ccccc1 (stereo not given)	3	1.4	4.1	2	-3	45	-0.7	-2.2	-7
O=C1C(CCCNC(=S)NCc2ccccc2)NC(=S)N1Cc1ccccc1 (stereo not given)	5	-2.1	-4.2	-66	-1	-12	0.2	3.3	12
CCn1nc(C)c(CNC(=O)C2CCC(=O)N(CCc3ccc(OC)cc3)C2)c1C (stereo not given)	-22	-2.4	-1.6	3	3	8	1.4	-1.8	2
Cc1ccccc1C(=O)NC1CCCN(Cc2ccccc2F)C1 (stereo not given)	-5	-2.6	1.6	-17	-11	41	2.4	0.5	-11
CC1Cc2cc(S(=O)(=O)N3CCC(C(=O)N(C)Cc4ccco4)CC3)ccc2N1C(=O)C1CCC1 (stereo not given)	-63	-5.5	-2.3	4	-6	22	0.6	-0.3	-3
O=C(CN1C(=O)NC2(CCc3ccccc3C2)C1=O)Nc1ccc(F)cc1 (stereo not given)	-3	0.6	-0.4	-6	-2	13	0.1	0.1	-2
O=C(CNc1ccc(F)cc1)N/N=C1\CCCc2ccccc21	-1	-2.8	0.1	1	-2	16	2.0	0.9	3
CCOc1ccc(CCNC(=O)c2cnccn2)cc1OCC	-21	-0.8	3.5	-3	-10	20	0.0	0.4	-8
CCOC(=O)C(NC(=O)c1ccccc1)(OCC1(CC)COC1)C(F)(F)F (stereo not given)	1	-0.8	-0.5	2	-5	-1	0.5	-0.4	-3
Cc1ccccc1COc1ccc(/C(O)=C2/C(=O)C(=O)N(CCCn3ccnc3)C2c2ccco2)cc1 (stereo not given)	.	.	.	.	-5	14	0.0	0.7	.
Cc1noc(C)c1C(=O)Nc1sc(C)c(-c2ccccc2)c1C#N	2	-2.8	-1.3	8	-4	21	-0.3	1.8	0
C#CCOCCOCCOCCNc1nc(N2CCN(C(=O)[C@H](CCCCN)n3cc(C(N)CO)nn3)CC2)nc(N2CCN(C(=O)[C@H](CCC(=O)O)n3cc(C(N)[C@H](C)CC)nn3)CC2)n1 (stereo not given in full)	14	-3.2	-4.0	1	.	40	1.3	2.1	-14
CCOC(=O)N1CCC(O)(c2cc(C)c(C)cc2C)CC1	-29	-5.9	-7.2	-10	-4	47	0.0	-0.7	-8
CCOC(=O)c1ccc(CNC(=O)CSc2nc(NC(=O)c3ccccc3)c3c(C)c(C)oc3n2)cc1	-1	-3.0	-2.9	-3	-4	-2	-0.1	0.3	2
CCc1nnc(NC(=O)CN2CCC(O)(c3ccccc3OC)CC2)s1	-1	-2.6	-3.8	0	2	20	0.1	0.1	-3
COc1ccc(-n2c(Cc3cccs3)nnc2SCC(=O)Nc2ccc3c(c2)OCCO3)cc1	-28	-1.4	-1.3	-3	-1	30	0.5	-2.0	-7
O=C(O)CCc1ccc(S(=O)(=O)N2CCOCC2)cc1	4	-3.8	-1.7	6	-3	6	0.4	0.6	3
CC(=O)NC(Cc1cccc(F)c1)C(=O)NC1CCN(C(=O)c2cccc(C)c2)CC1 (stereo not given)	-23	0.8	-2.5	-4	-3	57	0.0	0.1	-3
CCCCC(=O)NC(Nc1sc2c(c1C(N)=O)CCCC2)(C(=O)OCC)C(F)(F)F (stereo not given)	-10	-0.8	-3.8	6	-6	-1	-0.3	-2.1	-9
CCc1cccc2[nH]c3cc([N+](=O)[O-])ccc3c12	4	-2.9	-1.2	-9	-11	27	-0.7	-1.8	1
O=C(COC(=O)C1(c2ccc(F)cc2)CCCC1)Nc1ncc(C(F)(F)F)cc1Cl	-7	-3.5	-1.0	-1	-11	7	-1.3	-0.3	-10
CC1=NNC(=O)C1CCC(=O)N/N=C/C(Br)=C/c1ccccc1 (stereo not given)	-9	0.3	0.8	-8	-1	-60	-1.0	-0.8	-6
CC(=O)c1c(C)nc(-c2ccc(Cl)cc2)nc1NC(=O)C(C)C	-18	-0.3	-3.6	2	-4	-7	0.2	-2.6	-1
COc1ccc(/C=C/C(=O)Nc2cccc(S(=O)(=O)N3CCCC3)c2)cc1OC	-13	-4.5	-2.5	0	-1	43	3.4	1.3	-15
Cc1c(C(=O)Oc2ccc(-c3cnc4ccccc4n3)cc2)cccc1[N+](=O)[O-]	0	-2.7	-2.5	3	-2	50	0.3	0.7	-8
Cc1ccccc1C(=O)Nc1ccc2nc3n(c(=O)c2c1)CCC3	-12	-3.7	0.9	2	4	-9	-0.2	0.0	-9
O=C(NC1CCCCC1)C(c1ccccc1)N1CCC2(CC1)OCCO2 (stereo not given)	-9	-0.1	1.9	1	-3	-14	0.4	-1.8	-6
O=C(Nc1ccccc1N1CCCCC1)c1cccc(OC(F)F)c1	-25	-2.6	-3.7	-4	-9	37	-0.4	-0.9	-26
COc1ccc(-c2nc3cc(NC(=O)c4ccc5c(c4)OCO5)ccc3o2)cc1	-1	-0.9	-2.9	-2	1	8	0.7	0.6	3
O=C(Nc1nccs1)c1ccc(Cl)c(S(=O)(=O)N2CCCCC2)c1	-16	-7.1	-5.2	-2	2	-70	5.9	2.6	-5
